Source: PubChem (several laboratories)
TRPC4 PAM: allosterically enhances the mouse TRPC4 cation channel; AID 2227; actives 0.42% (n = 310,000); B-score at 10 µM; HEK293 TRPC4beta/mu-opioid, DAMGO EC20, Fluo-4 Ca2+ flux; hits give high values;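 active = B-score of calcium response area above 5 SD of library B-scores, with initial fluorescence ratio within 5 SD of library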;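 note: B-score of integrated fluorescence ratio over time as area under calcium response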
ANO1 activ: mouse TMEM16A channel activation, primary screen. AID 623877. actives 0.3% (n = 340,000). HEK293 TMEM16A/YFP-H148Q/I152L, iodide quench fluorescence; hits give low values. B-score at 10 µM. Q8BHY3;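 active = fluorescence-ratio B-score plate-corrected deviation score at least 3 library SD below zero, with starting fluorescence score within 5 deviations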;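 note: channel opened by trigger with iodide after compound preincubation; score built on the fluorescence ratio of max minus min over baseline; more negative score means more quench and so TMEM16A activation or potentiation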
HDAC3 inh: blocks human histone deacetylase 3 | recombinant HDAC3, fluorogenic peptide/trypsin coupled, fluorescence | actives 0.15% (n = 320,000) | O15379 | inhibition, % at 8.3 µM; in the data active = inhibition above about 26%, passing the limit was not always enough
TRPC4 act: opens the mouse TRPC4 cation channel. HEK293 TRPC4beta/mu-opioid, Fluo4 calcium fluorescence; hits give high values. B-score at 10 µM. actives 0.49% (n = 310,000). AID 2237;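 active = B-score above 5 SD of library B-scores, and initial fluorescence ratio not above library mean plus 5 SD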;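 note: positive B-score marks a calcium rise read as TRPC4 activation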
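Assay system – TRPC4beta and mu-opioid receptor HEK293 stable cells · Measured by – Fluo4 fluorescence, kinetic · Schedule – dye loading 45 min room temperature, 110 s kinetic read · Read-out – B-scored integrated calcium fluorescence ratio · Controls – buffer and maximal DAMGO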
KCNQ1 block: human KCNQ1 channel inhibition | P51787 | CHO-K1 KCNQ1, FluxOR thallium flux fluorescence; hits give high values | B-score at 10 µM | actives 1.3% (n = 310,000);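 active = compounds whose thallium flux B-score, printed positive for inhibition, exceeds three library SD while starting fluorescence stays within three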;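 note: channel opened by potassium depolarization with thallium stimulus after 20 min compound exposure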
Target sequence (P51787 whole entry, looked up): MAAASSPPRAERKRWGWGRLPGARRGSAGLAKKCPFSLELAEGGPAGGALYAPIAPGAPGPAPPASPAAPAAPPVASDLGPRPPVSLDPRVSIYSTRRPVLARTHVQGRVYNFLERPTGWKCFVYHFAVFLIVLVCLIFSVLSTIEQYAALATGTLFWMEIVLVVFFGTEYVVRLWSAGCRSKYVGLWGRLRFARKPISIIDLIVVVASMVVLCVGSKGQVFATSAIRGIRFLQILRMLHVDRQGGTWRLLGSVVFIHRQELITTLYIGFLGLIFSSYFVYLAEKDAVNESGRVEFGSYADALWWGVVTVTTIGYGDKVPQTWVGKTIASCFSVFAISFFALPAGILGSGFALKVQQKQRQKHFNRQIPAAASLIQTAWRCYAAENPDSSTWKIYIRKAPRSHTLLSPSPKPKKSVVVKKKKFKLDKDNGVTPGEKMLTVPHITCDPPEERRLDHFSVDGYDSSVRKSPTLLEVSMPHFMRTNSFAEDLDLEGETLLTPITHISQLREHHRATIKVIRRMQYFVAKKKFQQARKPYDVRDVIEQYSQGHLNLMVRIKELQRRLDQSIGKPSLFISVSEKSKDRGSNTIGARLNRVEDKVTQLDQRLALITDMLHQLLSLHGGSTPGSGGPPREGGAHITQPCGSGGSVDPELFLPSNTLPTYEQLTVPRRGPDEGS
TMEM16A inh: mouse TMEM16A channel inhibition, primary screen. Q8BHY3. HEK293 TMEM16A/YFP iodide influx fluorescence, ionomycin. normalized B-score (activity score, 25-100; higher = stronger inhibition) at 10 µM. actives 1.2% (n = 310,000). AID 588511;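 active = ratio plate-corrected score three or more library SD toward inhibition, starting fluorescence score within five deviations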;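 note: score derived from kinetic fluorescence span divided by baseline fluorescence per well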
hERG rescue: compounds protecting human hERG from proarrhythmic drug block; AID 1511; CHO-hERG, FluxOR thallium flux, dofetilide IC70 present; actives 0.51% (n = 310,000); Q12809; activation (rescue from dofetilide block), less the hit threshold, % at 10 µM;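 active = activation above the mean of controls blocked by dofetilide plus 5 SD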;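 note: thallium influx through hERG after potassium depolarization seen as dye fluorescence rise; in these data hits start at about 4.7%; inactives centre near -7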
Dyrk1A ADPGlo: Dyrk1A (rat) kinase inhibition | Q63470 | ADP-Glo luminescence, NFATc1 peptide | inhibition, % at 12.5 µM | actives 0.43% (n = 310,000) | AID 504441; in the data active = inhibition above about 50%;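 note: plate controls were vehicle with enzyme for no effect and no enzyme for full effect; many of its hits are not listed in these tables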
KCNQ1 act: potentiators or activators of human KCNQ1 potassium channel. CHO-K1 KCNQ1, thallium flux FluxOR fluorescence; hits give high values. B-score at 10 µM. actives 0.35% (n = 310,000);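 active = fluorescence ratio B-score, a plate-corrected score, at least three library SD, with initial intensity B-score within 5 SD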
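Assay system: stable KCNQ1 CHO-K1 line; medium: assay buffer, equal DMSO in all wells; timing: 90 min dye loading and 20 min compound exposure, both at room temperature; technique: kinetic FluxOR thallium fluorescence, 10-s 1-Hz baseline, 110-s post-stimulus read; read-out basis: B score of baseline-normalized fluorescence ratio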
KCNK3 block: human KCNK3 channel inhibition, primary screen | O14649 | CHO-KCNK3 thallium flux, FluxOR fluorescence; hits give low values | B-score at 10 µM | actives 0.84% (n = 340,000);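 active = B-score under library mean minus 4 SD, starting fluorescence ratio at most library mean plus 5 SD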;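 note: more negative B-score means stronger inhibition of thallium flux through KCNK3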
Target sequence (O14649 whole entry, looked up): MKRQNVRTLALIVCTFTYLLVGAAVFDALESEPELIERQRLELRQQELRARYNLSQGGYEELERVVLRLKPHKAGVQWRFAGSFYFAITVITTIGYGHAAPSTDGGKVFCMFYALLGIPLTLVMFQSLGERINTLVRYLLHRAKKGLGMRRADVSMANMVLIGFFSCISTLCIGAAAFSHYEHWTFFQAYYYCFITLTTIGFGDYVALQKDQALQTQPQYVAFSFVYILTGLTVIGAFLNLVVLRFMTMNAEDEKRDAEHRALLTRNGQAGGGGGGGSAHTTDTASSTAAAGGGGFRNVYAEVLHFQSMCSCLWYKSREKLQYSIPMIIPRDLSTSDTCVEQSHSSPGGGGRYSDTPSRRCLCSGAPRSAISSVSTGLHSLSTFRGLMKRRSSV
KCNK9 inh: blocks the human KCNK9 two-pore domain potassium channel; AID 488922; actives 1.2% (n = 310,000); B-score at 10 µM; HEK293 KCNK9, FluxOR thallium flux fluorescence; hits give low values;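 active = ratio B-score over 3 SD below the library mean, with starting fluorescence within 5 SD of its mean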;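 note: negative B-score means less thallium flux so channel inhibition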
Active calls of the source: *; i = inactive; · = no result given. The list is partial, so the mix of outcomes need not match the whole.

SMILES	TRPC4 PAM	ANO1 activ	HDAC3 inh	TRPC4 act	KCNQ1 block	TMEM16A inh	hERG rescue	Dyrk1A ADPGlo	KCNQ1 act	KCNK3 block	KCNK9 inh
S=C(NCc1ccncc1)Nc1cc(Cl)cc(Cl)c1	i	i	21	i	i	i	-14	7	i	i	i
Cc1ccc(NC(=O)CN2C(=O)C3C4C=CC(C4)C3C2=O)cc1S(=O)(=O)N(C)C (centres undefined)	i	i	5	i	i	i	2	-1	i	i	i
Cc1ccc(-n2c(SCC(=O)Nc3ccc4c5c(cccc35)CC4)nc(O)c(C)c2=O)cc1	i	i	4	i	i	i	-10	-10	i	i	i
COc1cc(C2Nc3ccccc3C(=O)N2c2ccccc2)c(Br)cc1OCC(=O)O (centres undefined)	i	i	-2	i	i	i	-7	-2	i	i	i
CCCCCCC(=O)N1CCN(c2cc3c(cc2F)c(=O)c(C(=O)O)cn3CC)CC1	i	i	-18	i	i	i	-5	5	i	i	i
CCN(CC)S(=O)(=O)c1ccc(N2CCN(c3cccc(OC)c3)CC2)c([N+](=O)[O-])c1	i	i	7	i	i	i	-4	2	i	i	i
Cc1oc2c(c1C(=O)NCCCC(=O)O)CCCC2	i	i	1	i	i	i	-2	-6	i	i	i
CC(C)(C)c1ccc(S(=O)(=O)N2CCC(NC(=O)c3ccco3)CC2)cc1	i	i	1	i	i	i	-8	-8	i	i	i
COc1ccc(CCNc2oc(-c3ccccc3OC)nc2C#N)cc1	i	i	-85	i	i	i	-14	-3	i	i	i
NC(=S)Nc1ncc(CCN2CCOCC2)c(-c2ccc(F)cc2)n1	i	i	0	i	i	i	-11	-4	i	i	i
c1ccc2cc3[nH]c(CN4CCCCC4)nc3cc2c1	i	i	3	i	i	i	-14	1	i	i	i
O=C(Nc1nnc(C2CC2)o1)c1ccc(S(=O)(=O)N2CCc3ccccc3C2)cc1	i	i	1	i	i	i	-3	-4	i	i	i
ClCc1nc2ccccc2n1Cc1ccccc1	i	i	-3	i	7*	i	-15	·	i	i	i
O=C(COc1ccc(Cl)cc1)NCCNC(=O)c1ccccn1	i	i	1	i	i	i	-5	-1	i	i	i
O=C(CCSc1ccccc1)Nc1nc2c(s1)CCCC2	i	i	2	i	i	i	-6	4	i	i	i
C/C(=N/NC(=O)c1cc2ccccc2cc1O)C1C(=O)c2ccccc2C1=O	i	i	1	i	i	i	-16	1	i	i	i
CS(=O)(=O)n1nc(OC(=O)c2cccc3ccccc23)cc1N	i	i	8	i	i	i	-9	-1	i	i	i
CCc1nnc(NC(=O)CSc2nc(-c3ccc(OC)cc3)ns2)s1	i	i	1	i	i	i	-3	-4	i	i	i
COc1ccc2c(c1O)Cc1ccccc1C2=O	i	i	2	i	i	i	-9	2	i	i	i
O=C(c1ccc(COc2ccccc2Cl)o1)N1CCN(c2ccccc2)CC1	i	i	0	i	i	i	-17	-3	i	i	i
O=C(CCN1CCOCC1)Nc1c(-c2ccccc2)c2cc(Br)ccc2[nH]c1=O	i	i	8	i	i	i	-9	-2	i	i	i
CC(C)(C)N1C(=O)c2ccccc2NC(=O)N1Cc1ccccc1	i	i	-3	i	i	i	-5	-1	i	i	i
Cc1ccc(N2C(=O)c3ccccc3C(C)(C)C2=O)cc1	i	i	-4	i	i	i	-7	3	i	i	i
Cn1c(SC2=CS(=O)(=O)c3ccccc32)nc2ccccc21	i	i	0	i	i	i	-10	5	i	i	i
COc1ccc(NC(=O)CCNS(=O)(=O)c2ccc3c(c2)c(=O)n(C)c(=O)n3C)cc1OC	i	i	4	i	i	i	0	-2	i	i	i
COc1ccc(-n2nc3c(c2NC(=O)CCl)CSC3)cc1	i	i	0	i	i	i	-6	·	i	i	i
Cc1cc(C)c2oc(C(=O)N(Cc3ccccc3)C3CCS(=O)(=O)C3)cc(=O)c2c1 (centres undefined)	i	i	3	i	i	i	-7	·	i	i	i
CCOC(=O)c1sc2cccc(F)c2c1N	i	i	-60	i	i	i	-6	5	i	i	i
COc1cc(-c2nnc(-c3ccc(N4CCOCC4)cc3)o2)cc(OC)c1OC	i	i	-15	i	i	i	-11	2	i	i	i
OCCN1CCN(CC#CCn2c3ccccc3c3ccccc32)CC1	i	i	-1	i	i	i	-7	11	i	i	i
COc1cc(Br)c(CCNC(=O)c2ccco2)cc1OC	i	i	5	i	i	i	-7	-3	i	i	i
COc1ccc(CCNC(=O)C2Cc3ccccc3C(=O)O2)cc1 (centres undefined)	i	i	-1	i	i	i	-9	6	i	i	i
COc1ccc(C2C(C(=O)Nc3cc(C)on3)c3ccccc3C(=O)N2C)cc1 (centres undefined)	i	i	1	i	i	i	-8	-5	i	i	i
CCOC(=O)c1ncccc1NC(=O)CC(=O)Nc1cccnc1C(=O)OCC	i	i	2	i	i	i	-5	·	i	i	i
Cc1c(C(=O)NCc2ccc(S(N)(=O)=O)cc2)oc2ccc(Cl)cc12	i	i	-5	i	i	i	-4	-1	i	i	i
C#Cc1ccc([C@@H]2C=C(C(=O)NCc3nc4ccccc4[nH]3)O[C@H](OCC)[C@H]2CCCO)cc1	i	i	-4	i	i	i	-14	-2	i	i	i
CCN(C1CCCCC1)S(=O)(=O)c1ccc(S(=O)(=O)NCc2ccncc2)cc1	i	i	-3	i	i	i	-21	-12	i	i	i
C/C(=N\O)c1ccc(Cl)c(Cl)c1	i	·	-2	i	i	i	-10	·	i	·	i
C=C(C)CN(CC)CCC(=O)Nc1ccc(OC)cc1OC	i	i	-7	i	i	i	-3	1	i	i	i
COc1ccc(-n2nc(C(=O)NCC(=O)NCc3ccc(F)cc3)c3ccccc3c2=O)cc1	i	i	2	i	i	i	-4	-4	i	i	i
CCOC(=O)[C@H]1[C@H]2COc3ccc(OC)cc3[C@@H]2N2C(=O)c3ccc(Cl)cc3NC(=O)[C@@]12C	·	i	-5	·	·	i	·	-1	·	i	·
COCCNC(=O)NC(=O)CN1CCCc2ccccc21	i	i	3	i	i	i	-8	6	i	i	i
CC(NC(=O)CCl)c1ccccc1Br (centres undefined)	i	i	·	i	i	i	-13	-10	i	i	i
O=C(Nc1nccs1)C1CCCN(S(=O)(=O)c2cccc3cccnc23)C1 (centres undefined)	i	i	4	i	i	i	-18	-14	i	i	i
CC(C)OC(=O)CCC(=O)Nc1ccc(F)cc1	i	i	0	i	i	i	-11	2	i	i	i
CCOC(=O)c1cccc(NC(=O)/C=C/c2ccc3c(c2)OCO3)c1	i	i	6	i	i	i	-7	7	i	i	i
O=C(c1ccc(F)cc1F)N1CCN(c2n[nH]c(=O)[nH]c2=O)CC1	i	i	1	i	i	i	-11	·	i	i	i
CN1CCCN(c2ccc([N+](=O)[O-])cc2)CC1	i	i	0	i	i	i	-4	·	i	i	i
CC1(OC(=O)CCc2ccccc2)C(=O)C=C2C=C(c3ccsc3)OC=C2C1=O (centres undefined)	i	·	-3	i	i	i	-8	·	i	·	i
CN(C)C(CNC(=O)c1cccc(S(=O)(=O)Nc2ccc(Br)cc2)c1)c1ccco1 (centres undefined)	i	i	·	i	i	i	-5	16	i	i	i
CCOC(=O)N1CCN(c2c(N3CCN(c4cc(C)ccc4C)CC3)c(=O)c2=O)CC1	i	i	1	i	i	i	-9	-5	i	i	i
O=C(N/N=C/c1cc(Cl)ccc1O)c1ccncc1	i	i	4	i	i	i	-18	2	i	i	i
CCOc1ccccc1N(CC(=O)NCCSCc1ccco1)S(=O)(=O)c1ccccc1	i	i	0	i	i	i	-22	-9	i	i	i
COc1ccccc1CN1C[C@@H]2C[C@@H](c3[nH]c4c(C)cccc4c3C)N3CCC[C@@]23C1=O	i	i	2	i	i	i	-11	-2	i	i	i
C=CCn1c(CNC(=O)c2cccs2)nnc1SCc1ccc(Cl)cc1Cl	i	i	2	i	i	i	-7	1	i	i	i
Cc1cc(NC(=O)CCC(=O)N(CC2CCCO2)C(C(=O)NC2CCCC2)c2cccnc2)no1 (centres undefined)	i	i	3	i	i	i	-6	2	i	i	i
COc1cc(NC(=O)c2ccccc2NS(=O)(=O)c2ccc(Cl)s2)cc(OC)c1	i	i	-3	i	8*	100*	-16	-8	i	-9.8*	i
COc1ccc2nc(/C=N/NC(=O)[C@@H]3CCCN3C(=O)OC(C)(C)C)ccc2c1	i	i	-45	i	i	i	-8	10	i	i	i
O=C1CCC([N+](=O)[O-])C(c2ccccc2Cl)N1 (centres undefined)	i	i	1	i	i	i	-8	-6	i	i	i
O=C(COC(=O)Cc1cccs1)Nc1ccccc1	i	i	4	i	i	i	-12	-2	i	i	i

Complete entries, quoted from the list:
COc1ccc2nc(/C=N/NC(=O)[C@@H]3CCCN3C(=O)OC(C)(C)C)ccc2c1 in the list: TRPC4 PAM: i; ANO1 activ: i; HDAC3 inh: -45; TRPC4 act: i; KCNQ1 block: i; TMEM16A inh: i; hERG rescue: -8; Dyrk1A ADPGlo: 10; KCNQ1 act: i; KCNK3 block: i; KCNK9 inh: i
C=CCn1c(CNC(=O)c2cccs2)nnc1SCc1ccc(Cl)cc1Cl in the list: TRPC4 PAM: i; ANO1 activ: i; HDAC3 inh: 2; TRPC4 act: i; KCNQ1 block: i; TMEM16A inh: i; hERG rescue: -7; Dyrk1A ADPGlo: 1; KCNQ1 act: i; KCNK3 block: i; KCNK9 inh: i

Later entries.
SMILES	TRPC4 PAM	ANO1 activ	HDAC3 inh	TRPC4 act	KCNQ1 block	TMEM16A inh	hERG rescue	Dyrk1A ADPGlo	KCNQ1 act	KCNK3 block	KCNK9 inh
C/C(=N\NC(=O)c1ccc(Br)cc1)c1cccc(NC(=O)c2cccnc2)c1	i	i	1	i	i	i	-9	3	i	i	i
CC(=O)N/C(=N\OCc1ccc(Br)cc1)c1nonc1NC(C)=O	i	i	-6	i	i	i	-7	-1	i	i	i
Cc1ccc(NC(=S)N2CCN(C(=O)C3CCCO3)CC2)c(C)c1 (centres undefined)	i	i	4	i	i	i	-13	·	i	i	i
COc1ccc2nnc(-c3ccccc3)n2n1	i	i	-5	i	i	i	-13	41	i	i	i
CC12COC3(C(=O)NCCc4ccccc4)CC1CCC32C (centres undefined)	i	i	-3	i	i	i	-11	-3	i	i	i
CC(=O)N(CCC(Cc1ccccc1)c1ccc2c(c1)OCO2)Cc1ccc(Cl)cc1 (centres undefined)	i	i	16	i	11*	i	0	-6	i	-8.9*	-7.3*
COC(=O)c1c(NC(=O)c2c(-c3ccccc3Cl)noc2C)sc2c1CCC2	i	i	9	i	i	i	-17	-1	i	i	i
